Screening data from PubChem.
Tau filament bind: tau filament binding | hit rate 2% among 71,000 | recombinant tau filaments, thioflavin S fluorescence, 15 h; filaments grown with octadecylsulfate alongside compound | Potency, µM (titrated, usually from 57.1 µM), for the others: top-dose activity change, negative = inhibition;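 note: potency is the fitted concentration of half-maximal effect; % is set by controls: 0 for no effect and ±100 for the full control effect; actives lower thioflavin S fluorescence by blocking filaments or displacing dye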
Target sequence (P10636 whole entry, looked up): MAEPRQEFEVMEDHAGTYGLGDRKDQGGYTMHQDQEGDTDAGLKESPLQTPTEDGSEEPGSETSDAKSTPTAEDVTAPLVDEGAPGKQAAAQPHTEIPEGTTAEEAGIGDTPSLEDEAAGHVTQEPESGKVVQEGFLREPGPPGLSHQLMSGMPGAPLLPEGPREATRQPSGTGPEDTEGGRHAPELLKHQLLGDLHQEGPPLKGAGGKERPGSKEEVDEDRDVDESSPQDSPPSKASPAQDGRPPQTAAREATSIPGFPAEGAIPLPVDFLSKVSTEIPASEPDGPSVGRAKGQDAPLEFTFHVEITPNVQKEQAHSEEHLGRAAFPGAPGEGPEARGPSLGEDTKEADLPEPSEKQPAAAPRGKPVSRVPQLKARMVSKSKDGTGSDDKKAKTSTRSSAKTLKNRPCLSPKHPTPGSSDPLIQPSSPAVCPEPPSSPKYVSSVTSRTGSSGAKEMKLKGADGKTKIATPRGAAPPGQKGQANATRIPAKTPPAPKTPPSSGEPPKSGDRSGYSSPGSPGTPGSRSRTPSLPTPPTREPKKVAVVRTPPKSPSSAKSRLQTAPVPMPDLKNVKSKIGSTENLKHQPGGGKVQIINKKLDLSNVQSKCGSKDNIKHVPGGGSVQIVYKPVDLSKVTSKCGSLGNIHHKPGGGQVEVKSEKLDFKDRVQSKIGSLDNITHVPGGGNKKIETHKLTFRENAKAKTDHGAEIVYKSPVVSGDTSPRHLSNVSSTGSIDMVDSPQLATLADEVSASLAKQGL
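Assay mix: 1 uM His-tagged tau, 30 uM sodium octadecylsulfate, thioflavine S dye in HEPES/NaCl/DTT buffer. Compound is added prior to the inducer. Fluorescence after 15 h at 37 C.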
GFP derepression: derepresses silenced GFP locus in mouse C127i cells. mouse C127i GFP locus derepression, cytometry, 30 h. hit rate 0.09% among 68,000. Potency, µM (top dose mostly 46.1 µM), without a hit: top-dose GFP derepression (activation); note: % of control where 0% means no effect
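Derepression screen: silenced CMV-GFP reporter in murine C127i cells, 30 h compound incubation at 37 C, washed cells imaged by laser-scanning cytometer to enumerate GFP-expressing objects of 20 to 120 um.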
ERK AVP block: blocks ERK signaling stimulated by vasopressin; HEK293-V1b, vasopressin-stimulated pERK AlphaScreen; Potency, µM (doses to about 57.5 µM), inactives show at the top dose activity, negative = inhibition, usual class: inhibitors; hit rate 0.99% among 72,000; AID 995; note: potency is the fitted concentration of half-maximal effect; % is set by controls: 0 for no effect and ±100 for the full control effect; nearly all actives have a fitted effect of over 55% in size
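Overnight-seeded V1b-HEK293 cells in 1% FBS got compound, then vasopressin (25 nM final, 5 min, 37C), then lysis buffer. AlphaScreen detection of phospho-ERK; activity normalized to basal and full-stimulation controls.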
Luciferase inh: firefly luciferase inhibition; P08659; purified firefly luciferase, luminescence, 8 min; Potency, µM (highest dose often 57.1 µM), without a hit: top-dose activity change, negative = inhibition, usual class: inhibitors; hit rate 2.2% among 72,000; note: potency is the fitted concentration of half-maximal effect; % is set by controls: 0 for no effect and ±100 for the full control effect; nearly all actives have a fitted effect of over 40% in size
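Compounds were tested as concentration series (qHTS) against purified P. pyralis luciferase with luciferin and 10 uM ATP in 50 mM imidazole pH 7.2, 50 mM KCl, 7 mM MgCl2, 0.01% Tween 20, 0.05% BSA. Luminescence was read after 8 min at ambient temperature.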
HBB splice mod: hemoglobin beta splicing modulation; HBB splicing reporter cell assay, activation; EGFP reporter with mutant IVS2-654 intron; response scale: normalised to 500 nM splice-correcting PNA; Potency, µM (series often up to 46.1 µM), inactives show top-dose activation, hits mostly activators; hit rate 0.06% among 65,000; note: potency is the fitted concentration of half-maximal effect; 0% is about no effect
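Compounds were applied for 2 days to HeLa EGFP-654 cells, 500/well in Optimem with 2% FCS. The reporter's EGFP is disrupted by mis-splicing of beta-globin intron IVS2-654. Readout: summed well GFP fluorescence from 488 nm laser scanning; reference was 500 nM antisense […] 654 PNA.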
CRE-bla Fsk: CRE-bla signaling modulation under forskolin stimulation; CHO CRE-bla reporter (cAMP response element driving beta-lactamase), forskolin EC10, beta-lactamase ratio; Potency, µM (titrated, usually from 38.2 µM), for the others: at the highest dose activity change, negative = inhibition, hits mostly activators; hit rate 2.5% among 71,000; AID 662; active = well fitted activation curve with a large enough effect in the signal ratio, with a control signal flat, not every such curve was filed as active; inconclusive = small, poorly fitted or top-dose-only effect, or effect the other way, or a change in a side signal; the % refers to the signal ratio; note: potency is the fitted concentration of half-maximal effect; % of control where 0% means no effect
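Using CellSensor CRE-bla CHO cells in Opti-MEM with 0.5% dialyzed FBS, compounds were titrated with EC10 NKH 477 for 3 h at 37 °C. CCF4 ratio (460/530 nm) gave %Activity; AC50 derived.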
ALOX15 inhib: blocks human 15-lipoxygenase activity; Potency, µM (titrated, usually from 57.1 µM), for inactives: at the highest dose activity change, negative = inhibition, most hits filed as inhibitors; P16050; hit rate 1.4% among 74,000; purified 15hLO-1, xylenol orange hydroperoxide absorbance; note: potency is the fitted concentration of half-maximal effect; % is set by controls: 0 for no effect and ±100 for the full control effect; nearly all actives have a fitted effect of over 55% in size
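Inhibition is scored from a chromogenic endpoint. After 15 min enzyme-compound contact, arachidonic acid (50 uM final) reacts 6 min with 40 nM 15hLO-1 at room temperature, then Fe-XO reagent is added for 30 min and absorbance ratio recorded.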
Ub-GFP proteasome: proteasome inhibitors stabilizing ubiquitin-GFP reporter; Ubiquitin-GFP reporter cells, proteasome inhibition, GFP fluorescence; response scale: untreated = 0%, 10 µM MG-132 = 100%; Potency, µM (titrated, usually from 45.9 µM), without a hit: at the highest dose activation (GFP accumulation), usual class: activators; 67,000 tested, under 10 active; active = well fitted activation curve with a large enough effect, not every such curve was filed as active; inconclusive = small, poorly fitted or top-dose-only effect, or another doubt; inactive = no such curve, though single readings can be large or run the other way; note: potency is the fitted concentration of half-maximal effect
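U2OS cells expressing ubiquitin(G76V)-GFP, seeded overnight in 0.5% FBS medium, then treated 4 hr at 37 C across 46 uM to 2.9 nM. GFP-positive cells counted by laser cytometry (488 ex/515 em); %activity scaled between basal and 10 uM MG-132.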
Hsp90 Hop PPI: changes Hsp90-Hop TPR2A binding signal, up or down; Potency, µM (doses to about 57 µM), for inactives: at the highest dose activity change, negative = inhibition; AlphaScreen TPR2A-His6 binding biotin-Hsp90 C-terminal peptide; hit rate 0.44% among 71,000; active = well fitted curve in either direction with a large enough effect; inconclusive = small, poorly fitted or top-dose-only effect, or another doubt; note: potency is the fitted concentration of half-maximal effect; % is set by controls: 0 for no effect and ±100 for the full control effect; many of its hits are not listed in these tables
HADH2 inhib: blocks human hydroxyacyl-CoA dehydrogenase type II; AID 886; Q99714; hit rate 3.4% among 73,000; recombinant HADH2, NADH fluorescence, beta-hydroxybutyryl-CoA; Potency, µM (highest dose often 57.1 µM), for inactives: at the top dose activity change, negative = inhibition, most hits filed as inhibitors; note: potency is the fitted concentration of half-maximal effect; % is set by controls: 0 for no effect and ±100 for the full control effect; nearly all actives have a fitted effect of over 60% in size; many of its hits are not listed in these tables
Target sequence (Q99714 whole entry, looked up, one chain of several): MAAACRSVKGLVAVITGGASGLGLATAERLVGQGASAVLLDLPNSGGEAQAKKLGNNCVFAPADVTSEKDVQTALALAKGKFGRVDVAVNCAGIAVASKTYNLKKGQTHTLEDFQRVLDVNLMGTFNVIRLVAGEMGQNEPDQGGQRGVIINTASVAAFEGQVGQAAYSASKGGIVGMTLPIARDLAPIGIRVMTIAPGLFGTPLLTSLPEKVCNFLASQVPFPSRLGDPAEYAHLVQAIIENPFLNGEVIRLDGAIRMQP
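20 nM HADH2 + cpd, 15 min RT; add 1 mM NAD+/90 uM beta-hydroxybutyryl-CoA; kinetic fluorescence 360/450 nm, 4 min. Tris-HCl pH 9.0, 0.01% Tween-20.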
Pol III holo inh: blocks replication by bacterial DNA polymerase III holoenzyme; reconstituted DNA polymerase III holoenzyme replication, biochemical; Potency, µM (series often up to 57.1 µM), without a hit: at the top dose activity change, negative = inhibition; hit rate 0.25% among 71,000; AID 603; note: potency is the fitted concentration of half-maximal effect; % is set by controls: 0 for no effect and ±100 for the full control effect
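Reconstituted *E. coli* holoenzyme (0.35 nM Pol III, 1 nM beta, 154 nM SSB, 2 nM primase) was preincubated with compound for 15 min at RT. Synthesis on 1.4 nM ssM13Gori ran 35 min, then was stopped with PicoGreen/EDTA and read as dsDNA fluorescence.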
Active calls of the source: *; ? = inconclusive; / = no result given; [ ] = remark or other dose. Unless noted, calls come from the whole dose curve; as a rule, active = well fitted curve in the direction sought with a large enough effect; inconclusive = small, poorly fitted or top-dose-only effect, or another doubt; inactive = no such curve, though single readings can be large; an effect the other way counts as inactive or inconclusive. The list is partial; count on the stated rates, not on these rows.

SMILES	Pol III holo inh	GFP derepression	CRE-bla Fsk	ALOX15 inhib	ERK AVP block	HBB splice mod	HADH2 inhib	Tau filament bind	Hsp90 Hop PPI	Luciferase inh	Ub-GFP proteasome
Cn1c(=O)c2c(nc(NCCCO)n2C/C=C/c2ccccc2)n(C)c1=O	4.5%	-2.0%	?	-14.7%	?	-0.4%	8.8%	4.5%	-1.4%	0.9%	-0.6%
COC(=O)COc1ccc(S(=O)(=O)NCC2CCCO2)cc1Cl (centres undefined)	-3.7%	3.2%	-2.2%	5.6%	12.4%	2.8%	0.3%	-6.4%	-0.9%	4.2%	-3.8%
CN1CCc2cc(Cl)c(O)cc2[C@H](c2ccccc2)C1	-1.5%	0.0%	-10.9%	-5.2%	5.7%	0.6%	?	12.7%	-6.4%	0.7%	4.8%
COc1ccc(C(=O)C(CO)Oc2ccccc2OC)cc1OC (centres undefined)	0.2%	2.0%	11.2%	8.6%	-20.9%	-0.6%	-10.3%	3.6%	-2.3%	0.9%	7.3%
CC(=O)Nc1ccccc1C(=O)N1CCc2ccccc21	-3.1%	0.0%	-4.4%	-3.0%	-1.4%	/	-4.0%	-14.4%	0.0%	-0.1%	-0.3%
Cn1c(COc2ccccc2)nnc1SCc1cc(=O)[nH]c2ccccc12	-3.7%	-1.5%	2.5%	-7.1%	29.3%	/	10.2%	110.4%	0.3%	-1.8%	2.3%
CCn1c(SC/C=C/c2ccccc2)nnc1-c1cccs1	-10.3%	0.0%	?	-3.2%	-3.7%	-1.3%	?	7.8%	-4.4%	1.9%	0.1%
COc1cccc(NC(=O)Cn2cnc3sc(C)c(S(=O)(=O)N4CCN(C)CC4)c3c2=O)c1	-5.3%	4.1%	-1.5%	-3.1%	-21.1%	-1.1%	2.4%	3.7%	-0.7%	0.5%	17.5%
COc1ccc(C2(C(=O)NCCCN3CCOCC3)CCOCC2)cc1	-3.7%	0.0%	-1.2%	7.8%	-12.4%	6.3%[0.369 µM]	-2.1%	15.8%	-6.7%	2.9%	-0.3%
CC1CSc2nnc(CCc3ccccc3)n21 (centres undefined)	5.3%	11.6%	1.8%	4.5%	8.9%	-0.7%	-5.0%	-16.5%	-5.9%	0.2%	6.4%
FC(F)(F)c1ccccc1-c1nc(-n2ccnc2)c2ccccc2n1	-4.4%	-2.9%[9.22 µM]	-8.0%	-8.9%	-0.1%	-0.2%	2.7%	-7.3%	-4.0%	-1.7%[2.29 µM]	-10.9%
Cc1ccc(Cl)cc1N1CCN(C(=O)C2CCC(=O)N2C(C)C)CC1 (centres undefined)	-3.4%	0.0%	-6.7%	-1.1%	-10.6%	-0.9%	-0.6%	0.0%	-0.5%	1.0%	-1.4%
COc1ccccc1N1CCN(C(=O)CSc2nc3ccccc3c(=O)n2CC2CCCO2)CC1 (centres undefined)	-5.2%	4.2%	17.3%	0.3%	?	-0.9%	7.5%	22.1%	-5.5%	3.2%	10.0%
S=C1SCN(C2CCCCCCCCCCC2)CN1C1CCCCCCCCCCC1	-7.0%[11.4 µM]	-3.4%[9.22 µM]	3.7%[7.6 µM]	12.5%[11.4 µM]	-16.1%[11.5 µM]	-1.3%[9.22 µM]	-3.3%[11.4 µM]	-3.3%[11.4 µM]	-2.3%[11 µM]	3.3%[11.4 µM]	2.6%[9.17 µM]
Cn1c(C(=O)NCC2CCCO2)cc2c(=O)[nH]c3ccccc3c21 (centres undefined)	-3.5%	-2.9%	?	-7.3%	12.5%	-0.3%	-14.0%	10.7%	-1.2%	0.9%	-2.0%
CCOc1ccc2nc(NC(=O)C3CCCN(S(=O)(=O)c4cccs4)C3)sc2c1 (centres undefined)	6.9%	-1.2%	26.1%	-17.9%	-17.2%	4.2%	-1.5%	45.9%	-7.4%	-9.3%	-4.3%
COc1cc(NC(=O)c2ccco2)c(OC)cc1NC(=O)Nc1cccc(Cl)c1	-7.1%	-2.6%	?	-16.3%	-16.8%	-2.8%	-6.2%	10.4%	-4.2%	1.6%	-0.9%
Clc1ccc2nc(CN3CCCc4ccccc43)cn2c1	-1.1%	-2.9%	-2.3%	-13.8%	?	-2.7%[0.369 µM]	6.0%	?	?	-1.1%	/
CCCNC(=O)Cn1cccc1C(=O)c1ccccc1	-2.4%	1.2%	-5.2%	3.4%	23.3%	-2.1%	-3.5%	5.3%	1.1%	1.9%	-8.8%
COc1cc(OC)c(C2N(C)c3ccccc3N2C)cc1OC	0.3%	0.0%	-3.8%	3.0%	-8.2%	-0.3%	-10.8%	6.6%	0.4%	1.5%	21.6%
CN1CCN(CCCNC(=O)c2cc3c(=O)n(C)c4ccccc4c3s2)CC1	-11.7%	3.4%	?	8.6%	?	-0.5%	93.6%[activator]	82.7%	-4.8%	-0.7%	3.3%
Cn1c(Cc2ccccc2)nnc1SCC(=O)N1CCN(c2ccccc2)CC1	-3.4%	0.0%	24.3%	?	?	-0.9%	-197.0%	41.4%	-5.8%	-3.8%	4.0%
CC1CCCCC1NS(=O)(=O)c1ccc(-n2cnnn2)cc1 (centres undefined)	-4.3%	-1.0%	16.0%	3.0%	-7.7%	/	3.4%	7.7%	2.0%	2.7%	4.8%
CCn1c(SCC(=O)Nc2nc(C)c(C)s2)nnc1-c1cccnc1	-0.8%	1.6%	13.3%	4.7%	-1.5%	-0.3%	0.2%	-1.4%	-4.2%	0.0%	-2.1%
Cc1ccc(C)c2[nH]c(=O)c(C(c3nnnn3C3CCCC3)N3CCOCC3)cc12 (centres undefined)	-4.0%	1.0%	4.0%	-0.7%	?	/	-27.1%	0.5%	1.9%	0.6%	-3.8%
Cc1nc2cnc(N3CCOCC3)nc2n(CCC#N)c1=O	-5.7%	-2.7%[9.22 µM]	?	5.0%	-19.0%	0.9%	-5.2%	1.9%	0.7%	0.4%[11.4 µM]	-0.9%
COc1ccc(C(CNC(=O)COc2ccccc2C#N)N2CCOCC2)cc1 (centres undefined)	-5.6%	3.1%	-7.5%	10.6%	-12.5%	1.9%[57.5 µM]	12.7%	13.8%	-1.8%	0.8%	3.0%
COc1cccc(-n2nnnc2SCC(=O)NCc2ccc3c(c2)OCO3)c1	6.2%	0.0%	-2.8%	-1.2%	0.9%	/	-3.3%	0.5%	1.2%	-1.0%	1.2%
CN(/N=C\c1ccccc1O)c1ccc2ccccc2n1	-6.9%[11.4 µM]	2.2%[9.22 µM]	-14.9%[7.6 µM]	0.8%[11.4 µM]	-13.3%[11.5 µM]	2.7%[9.22 µM]	9.3%[11.4 µM]	-2.5%[11.4 µM]	-7.9%[11 µM]	-26.0%[11.4 µM]	1.1%[9.17 µM]
COc1ccc(OC)c(-n2c(SCC(C)=O)nnc2-c2cccc(S(=O)(=O)N(C)C)c2)c1	-8.4%	-1.9%	8.6%	10.2%	?	-0.1%[57.5 µM]	-4.3%	-4.0%	-1.2%	3.2%	7.6%
C=CCn1c(=O)c2ccccc2n2c(SCC(=O)Nc3cc(C)on3)nnc12	-2.7%	-2.9%	?	-0.8%	-3.1%	-1.2%	25.6%	-8.0%	-8.5%	1.7%	-2.9%
COc1cccc(-c2nc(-c3ccc(NC(=O)c4cccnc4)cc3)no2)c1	-7.3%	8.6%	-10.6%	-8.9%	7.3%	-1.3%	17.7%	13.8%	5.3%	0.7%	-0.4%
C=CCNS(=O)(=O)c1nc(C)c(Cl)c(C)c1C#N	15.1%	0.0%	-4.0%	-1.0%	-10.6%	0.1%	4.1%	20.3%	2.0%	2.5%	6.2%
Cc1cc(C)n2c3c(c(C#N)c2n1)CCCC3	-0.5%	0.0%	?	-22.2%	-26.0%	-0.2%	0.7%	26.0%	-4.2%	0.1%	0.0%
CO[C@H]1OC[C@@]2(C)[C@@H]3C4=C(CN2C(=O)OC(C)(C)C)[C@H](C)[C@H](CO)[C@H](CO)[C@H]4CC[C@H]13	-14.5%	/	-10.6%	/	-10.4%	0.1%	0.7%	171.9%	-1.1%	/	/
